Source: PubChem BioAssay
PfHsp90 set2 = growth inhibition of yeast expressing Plasmodium Hsp90; S. cerevisiae expressing PfHsp90, BacTiter-Glo ATP, 48 h; yeast lacking PDR1 and PDR3 efflux regulators; inhibition, % at 9.4 µM; 310,000 compounds, 0.32% hits; AID 504621;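 active = every replicate shows inhibition above about 80%, whatever the replicate mean, limit read from the data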;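 note: 0% = DMSO neutral controls and 100% = 20 µM radicicol positive controls; yeast relying on Plasmodium falciparum Hsp90 in place of its own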
phage Ecoli inh = E. coli growth loss with phage present | growth absorbance | inhibition, % at 11.9 µM | 360,000 compounds, 0.26% hits | AID 651602; in the data active = inhibition above about 11%
E coli growth = reduces bacterial viability in AddAB counter-screen; E. coli V3065 growth, OD600 absorbance, 18 h; 330,000 compounds, 0.27% hits; inhibition, % at 11.9 µM;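 active = inhibition above the campaign's mean inhibition across all tested compounds plus 3 SD, cut at about 9.9% in these data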;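 note: uninfected addAB+ strain grown without phage in ampicillin broth; 0% = DMSO wells and 100% = ciprofloxacin 0.95 µg/ml wells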
Rtt109 Vps75 = C. albicans Rtt109 histone acetyltransferase inhibition; Q5AAJ8; purified Rtt109/Vps75, ThioGlo CoA-SH fluorescence, 4 h; inhibition, % at 34.9 µM; 330,000 compounds, 0.16% hits;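 active = inhibition of at least 50% in every replicate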
Target sequence (Q5AAJ8 whole entry, looked up): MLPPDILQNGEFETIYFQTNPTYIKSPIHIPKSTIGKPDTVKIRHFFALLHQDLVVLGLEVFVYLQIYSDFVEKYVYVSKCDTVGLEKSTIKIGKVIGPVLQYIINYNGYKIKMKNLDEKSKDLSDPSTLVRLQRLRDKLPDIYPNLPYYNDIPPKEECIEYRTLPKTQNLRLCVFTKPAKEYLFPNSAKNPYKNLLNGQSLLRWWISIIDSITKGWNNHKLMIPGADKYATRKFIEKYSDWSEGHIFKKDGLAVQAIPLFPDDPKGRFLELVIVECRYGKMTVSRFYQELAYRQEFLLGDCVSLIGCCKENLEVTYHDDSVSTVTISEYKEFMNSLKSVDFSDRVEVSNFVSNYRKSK
Tat export inh = E. coli Tat transport inhibition. E. coli MC4100 TorA-mCherry Tat export, fluorescence. inhibition, % at 10 µM. 340,000 compounds, 0.036% hits. AID 488895;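 active = mean replicate inhibition at least 50% and at least half of replicates individually reaching 50%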;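 note: exported cargo escapes ClpAP degradation while cytoplasmic cargo is degraded and loses fluorescence; 0% = median of neutral control wells and 100% = median of NaSCN control wells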
CAL PDZ inh = human CAL PDZ-peptide interaction inhibition; 330,000 compounds, 0.02% hits; inhibition, % at 20 µM; Q9HD26; AID 504414; purified CAL PDZ, TMR-peptide fluorescence polarization, 1 h;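 active = highest replicate inhibition of at least 40%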;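 note: plate controls were DMSO neutral control wells for no effect and unlabeled competitor peptide control wells for full effect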
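System: tagged CAL PDZ domain. Schedule: 1 h room-temperature incubation prior to read. Signal: fluorescence polarization (mP). Measure: percent inhibition from loss of millipolarization.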
AddAB inh = less growth of phage-infected E. coli with AddAB. E. coli expressing H. pylori AddAB, absorbance growth. inhibition, % at 11.9 µM. 330,000 compounds, 0.29% hits; in the data active = inhibition above about 12%;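 note: 0% = vehicle wells of infected cells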
DAGLB inh = blocks human DAGLB lipase activity. Q8NCG7. HEK293T DAGLB membrane lysate, EnzChek fluorogenic substrate. inhibition, % at 5.17 µM. 340,000 compounds, 0.059% hits; in the data active = inhibition above about 34%;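 note: 0% = enzyme with vehicle and 100% = wells lacking enzyme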
Target sequence (Q8NCG7 whole entry, looked up): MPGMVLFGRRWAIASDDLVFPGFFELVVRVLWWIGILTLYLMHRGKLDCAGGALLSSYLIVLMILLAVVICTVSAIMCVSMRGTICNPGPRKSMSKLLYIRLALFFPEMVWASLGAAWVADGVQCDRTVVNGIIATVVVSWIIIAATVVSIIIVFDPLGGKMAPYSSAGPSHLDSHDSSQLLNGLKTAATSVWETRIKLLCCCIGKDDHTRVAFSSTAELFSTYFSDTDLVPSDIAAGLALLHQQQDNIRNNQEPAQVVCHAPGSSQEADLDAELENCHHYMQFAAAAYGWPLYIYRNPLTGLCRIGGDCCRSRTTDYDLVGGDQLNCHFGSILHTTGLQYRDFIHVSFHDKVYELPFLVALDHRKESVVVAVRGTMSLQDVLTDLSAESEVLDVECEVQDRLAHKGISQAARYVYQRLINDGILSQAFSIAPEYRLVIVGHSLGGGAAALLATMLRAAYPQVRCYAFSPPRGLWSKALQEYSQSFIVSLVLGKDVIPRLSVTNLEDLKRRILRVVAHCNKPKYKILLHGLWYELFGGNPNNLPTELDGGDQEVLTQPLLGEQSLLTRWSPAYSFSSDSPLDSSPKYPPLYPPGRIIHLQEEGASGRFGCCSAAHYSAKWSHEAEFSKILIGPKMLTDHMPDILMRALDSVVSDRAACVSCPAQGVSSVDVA
Wnt bcat act = activates Wnt/beta-catenin signaling in a reporter cell assay | activation, % at 9.35 µM | activator, plate reader | 300,000 compounds, 1.2% hits | AID 743398; in the data active = activation above about 30%, passing the limit was not always enough;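 note: 0% = neutral control wells and 100% = positive control wells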
PvdQ inh = blocks Pseudomonas aeruginosa PvdQ acylase activity; AID 488965; inhibition, % at 10 µM; purified PvdQ acylase, fluorescence plate reader; 340,000 compounds, 0.063% hits; in the data active = inhibition above about 30%, passing the limit was not always enough;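 note: 0% = vehicle neutral wells and 100% = reference inhibitor wells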
* marks the source's active call; other numbers are inactive results; / = no result given. An unsorted share of the library. Share with any hit: about 1.9%.

Order of values: PfHsp90 set2	phage Ecoli inh	E coli growth	Rtt109 Vps75	Tat export inh	CAL PDZ inh	AddAB inh	DAGLB inh	Wnt bcat act	PvdQ inh
> COc1cccc(-c2sc3ccccc3c2-c2ccc(OCCN3CCCC3)cc2)c1
→ 22	2.4	-0.3	-2	7	-2.5	1.6	1	-20	-3
> O=C(O)COc1ccccc1/C=N/NC(=O)C(O)c1ccccc1 (stereo not drawn)
→ -5	0.8	/	-3	-5	/	/	2	0	-14
> COc1ccc(SC[C@H](C)CN2CC[C@H](NC(=O)OCc3ccccc3)CCC2=O)cc1
→ -7	1.8	0.8	0	7	-1.4	2.8	-3	-3	9
> COc1ccc(C(=O)N2CCCC(O)C2)cc1OC1CCN(C(C)C)CC1 (stereo not drawn)
→ -20	-1.2	/	0	1	-3.3	/	1	-2	-10
> CC(NC(=O)Nc1ccc(Cl)cc1)c1ccc2c(c1)OCO2 (stereo not drawn)
→ 0	5.4	-0.9	2	-8	-2.8	-0.9	3	1	-2
> CN1CCCN=C1/C=C/c1cccs1
→ 9	0.4	0.3	-3	-3	-0.7	3.9	0	-1	-7
> CCCC(=O)Nc1ccccc1NC(=O)c1cc(OC)c(OC)c(OC)c1
→ 3	2.5	-1.9	2	-2	0.1	-0.6	2	/	-1
> O=c1c2ccccc2c(/C=N/c2nnc(Cc3ccccc3)s2)c(O)n1-c1ccc(Cl)cn1
→ -2	-1.2	-0.6	11	-7	0.6	0.8	1	3	10
> N#C/C(=C(/O)Cc1cccc2ccccc12)c1nc2ccccc2s1
→ -38	3.4	-2.9	13	7	-2.4	0.2	-4	/	10
> Cn1c(=O)c2c(ncn2CC(COCc2ccc(Cl)cc2)OCc2ccc(Cl)cc2)n(C)c1=O (stereo not drawn)
→ -1	2.0	-2.6	13	-3	/	-1.0	-1	1	-14
> CC1=NNC(=O)C1C(c1cccc(O)c1)C(C#N)C#N (stereo not drawn)
→ 12	0.3	1.2	5	-2	-1.4	0.3	-2	20	-13
> Cc1cc(C(=O)OCC(=O)NC(C)C)c(C)o1
→ -8	0.8	-1.9	-22	4	/	2.7	-3	2	-15
> Cc1ccc2oc(C(=O)NCc3ccccc3)cc(=O)c2c1
→ -5	1.4	-0.7	10	5	-1.4	-1.7	0	-2	23
> O=C(OCC(=O)N1CCc2ccccc21)c1c2c(nc3ccccc13)CCCC2
→ 19	3.1	1.4	-5	-2	-0.9	3.3	-7	8	-10
> O=C(O)c1ccccc1CSc1nc2ccccc2n1Cc1ccccc1C(=O)O
→ -13	4.5	-1.7	0	5	-0.8	0.8	4	-2	-7
> CC(=O)NN1C(=O)/C(=C/c2ccc(C(C)C)cc2)SC1=S
→ -7	3.1	0.1	5	-3	-0.4	2.9	5	/	0
> COC1CCN(C(=O)CC2C(=O)NCCN2CC(C)(C)C)CC1 (stereo not drawn)
→ 3	3.3	-0.2	0	-2	-2.4	1.7	0	0	-2
> CCC(=O)N(CCC(c1ccco1)c1ccccc1OC)Cc1cccs1 (stereo not drawn)
→ -13	0.0	-2.5	3	9	0.0	-0.3	0	/	-7
> CCOC(=O)Cc1csc(NC(=O)C(CC(C)C)NC(=O)C2CCCCC2)n1 (stereo not drawn)
→ -3	0.8	0.7	-1	2	0.3	2.2	-1	-1	0
> COCC(C)n1c(SCC(=O)Nc2c(C)n(C)n(-c3ccccc3)c2=O)nc2ccccc2c1=O (stereo not drawn)
→ 14	0.0	0.3	1	9	-0.3	0.8	0	0	-24

(next part)
Order of values: PfHsp90 set2	phage Ecoli inh	E coli growth	Rtt109 Vps75	Tat export inh	CAL PDZ inh	AddAB inh	DAGLB inh	Wnt bcat act	PvdQ inh
> CC1=C(C)/C(=N\OS(=O)(=O)c2ccc(C)cc2)C=CC1=O
→ 110*	1.8	-4.0	109*	0	-1.8	2.4	-1	/	22
> COc1ccc(CCNC(=O)c2cc(S(=O)(=O)N3CCC4(CC3)OCCO4)ccc2F)cc1OC
→ -12	2.6	0.5	-2	5	-1.1	-1.0	3	0	-4
> O=C(Oc1nsnc1N1CCCCC1)N1CCOCC1
→ 3	2.0	-1.2	-3	5	-2.5	-2.4	-1	/	-10
> Fc1ccc(CNc2ncnc3c2cnn3-c2ccccc2)cc1
→ -12	2.5	-0.2	2	-11	-1.3	2.1	-7	-1	-6
> O=C(c1cc(-c2ccc(Cl)cc2Cl)on1)N1CCCCCC1
→ 23	1.3	1.1	-4	15	-1.5	3.6	-11	33*	-13
> Cc1ccc(NC(=O)Cc2nnc(SCC(=O)Nc3ccc(N4CCOCC4)cc3)n2C)cc1
→ -8	0.6	-0.6	-2	3	0.8	-0.7	-3	1	-1
> CCOc1ccc(-n2cc(C(=O)Nc3cccc(OC)c3)c3cc(OC)c(OC)cc3c2=O)cc1
→ -18	3.9	-0.9	-1	4	-4.4	2.9	-1	/	-8
> O=C(/C=C/c1ccccc1)NC(=S)Nc1ccccc1C(=O)NC1CCCCC1
→ -19	-1.8	0.3	-8	-2	-2.1	-0.7	-1	/	-5
> COc1ccc(Br)cc1CN(C)C(=O)C1=CC=CN2CCS(=O)(=O)N=C12
→ 15	2.2	-1.8	4	-2	0.0	0.0	1	1	4
> Cc1oc(C(C)(C)C)cc1C(=O)NC(Cc1ccccc1)C(=O)O (stereo not drawn)
→ /	1.6	-1.5	2	4	-1.3	-1.4	1	-1	-10
> O=S(=O)(c1ccccc1)c1cnn(-c2ccccc2)c1-c1ccc(Cl)cc1
→ 16	-1.1	0.8	-5	10	-0.8	-0.7	-6	-2	-2
> C=CCn1c(-c2cccc(S(=O)(=O)N3CCOCC3)c2)n[nH]c1=S
→ /	2.5	/	-5	-5	-1.2	/	1	-1	-9
> COc1ccc2cc3cc(C(=O)NCC4COc5ccccc5O4)oc3nc2c1 (stereo not drawn)
→ -3	1.8	0.3	-1	5	-0.5	1.6	-5	/	3
> CCn1nc(C)cc1C(=O)NC1CC(C)(C)Cc2c1cnn2-c1cccc(F)c1 (stereo not drawn)
→ 26	-0.2	1.2	28	4	-3.9	-0.6	-3	-1	13
> CCOC(=O)COc1cccc2c(=O)n(CC(=O)N3CCN(C(=O)OCC)CC3)ccc12
→ 8	0.5	-0.2	2	6	-0.2	0.3	1	-1	7
> Cc1c(Cc2ccc3c(c2)OCO3)sc(NC(=O)C2CC2)c1C(N)=O
→ 6	2.6	0.3	-8	12	-1.1	-1.3	3	-1	-3
> Cc1ccc(CSCCNC(=O)CN(c2cc(C)ccc2C)S(C)(=O)=O)cc1
→ -8	3.2	0.6	11	-5	1.5	-1.2	-3	-12	6
> O=C(NCCC(=O)N1CCN(c2ccccc2F)CC1)c1ccco1
→ -2	4.6	2.0	1	5	-1.2	-1.7	1	5	-5
> Cc1cccc(-c2ncc(CN3CCN(C4CCCC4)C(CCO)C3)cn2)c1 (stereo not drawn)
→ 19	3.6	-3.3	-2	-6	-2.5	-1.9	-1	-4	-6
> Cc1ccccc1NC1=C/C(=N\S(=O)(=O)c2cccs2)c2ccccc2C1=O
→ -14	4.2	3.2	3	0	1.6	3.1	28	-28	8

Complete entries from above:
`COc1ccc(CCNC(=O)c2cc(S(=O)(=O)N3CCC4(CC3)OCCO4)ccc2F)cc1OC` is listed as PfHsp90 set2 = -12; phage Ecoli inh = 2.6; E coli growth = 0.5; Rtt109 Vps75 = -2; Tat export inh = 5; CAL PDZ inh = -1.1; AddAB inh = -1.0; DAGLB inh = 3; Wnt bcat act = 0; PvdQ inh = -4
`O=C(Oc1nsnc1N1CCCCC1)N1CCOCC1` is listed as PfHsp90 set2 = 3; phage Ecoli inh = 2.0; E coli growth = -1.2; Rtt109 Vps75 = -3; Tat export inh = 5; CAL PDZ inh = -2.5; AddAB inh = -2.4; DAGLB inh = -1; Wnt bcat act = /; PvdQ inh = -10
`O=C(NCCC(=O)N1CCN(c2ccccc2F)CC1)c1ccco1` is listed as PfHsp90 set2 = -2; phage Ecoli inh = 4.6; E coli growth = 2.0; Rtt109 Vps75 = 1; Tat export inh = 5; CAL PDZ inh = -1.2; AddAB inh = -1.7; DAGLB inh = 1; Wnt bcat act = 5; PvdQ inh = -5

(next part)
Key to letters – A = PfHsp90 set2; B = phage Ecoli inh; C = E coli growth; D = Rtt109 Vps75; E = Tat export inh; F = CAL PDZ inh; G = AddAB inh; H = DAGLB inh; I = Wnt bcat act; J = PvdQ inh
COc1ccccc1C(=O)NC(=O)CSc1nnnn1C
  A = 3 | B = 1.5 | C = -0.8 | D = -8 | E = 2 | F = 2.0 | G = -0.2 | H = -3 | I = -6 | J = 1
COc1cccc(NC(=O)COC(=O)/C=C/c2ccco2)c1
  A = 8 | B = 0.8 | C = -1.3 | D = 3 | E = 7 | F = -0.5 | G = 0.9 | H = -5 | I = -4 | J = -5
CSc1ncccc1C(=O)N1CCCC(C(=O)c2cc(F)ccc2F)C1 (stereo not drawn)
  A = 0 | B = 3.9 | C = 2.3 | D = 31 | E = 2 | F = -0.8 | G = 0.1 | H = 1 | I = -2 | J = 7
c1ccc(COc2ccccc2CNC23CC4CC(CC(C4)C2)C3)cc1
  A = -7 | B = 3.1 | C = 3.5 | D = 8 | E = -78 | F = -1.1 | G = 1.5 | H = 3 | I = -7 | J = -11
C/C(=N/NC(=O)c1cccs1)c1cccs1
  A = -7 | B = -1.9 | C = 0.2 | D = -5 | E = -9 | F = -0.3 | G = 3.4 | H = 0 | I = 22 | J = -16
COc1ccc(N2CCN(C(=O)CN3C(=O)NC4(CCCCCC4)C3=O)CC2)cc1
  A = 7 | B = 1.7 | C = -1.2 | D = -3 | E = -5 | F = -0.1 | G = -0.6 | H = 3 | I = 1 | J = -14
CN(CC(=O)Nc1ccccc1Cl)C1CCS(=O)(=O)C1 (stereo not drawn)
  A = -9 | B = 2.2 | C = 1.1 | D = -3 | E = -2 | F = -0.2 | G = 0.7 | H = -3 | I = -3 | J = -11
CCC(CC)C(=O)N1CC(=O)Nc2ccc(F)cc2C1c1ccccc1 (stereo not drawn)
  A = 31 | B = 3.6 | C = -2.0 | D = -7 | E = 0 | F = -0.6 | G = -2.1 | H = 0 | I = 1 | J = 3
CC(C)C(c1nnnn1Cc1ccccc1)N(CCCO)Cc1cc2cc3c(cc2[nH]c1=O)OCO3 (stereo not drawn)
  A = -1 | B = 1.3 | C = -0.4 | D = -87 | E = 6 | F = -0.4 | G = 0.4 | H = -2 | I = / | J = 3
Cc1cccnc1Nc1nc(-c2ccc(O)cc2O)cs1
  A = -20 | B = -0.9 | C = 0.2 | D = 2 | E = 13 | F = / | G = 4.3 | H = 0 | I = 10 | J = -3
c1ccc(-c2csc(N3CCc4ccccc4C3)n2)cc1
  A = -35 | B = 0.0 | C = -2.1 | D = -9 | E = 3 | F = -7.7 | G = -0.2 | H = -1 | I = / | J = -6
S=C(NCc1ccccc1)NCc1ccccn1
  A = 9 | B = 4.7 | C = -1.1 | D = -9 | E = 2 | F = 0.0 | G = 0.3 | H = -1 | I = 2 | J = -7

Just AddAB inh, PvdQ inh and Tat export inh (2 entries from above):
| molecule | AddAB inh | PvdQ inh | Tat export inh |
| --- | --- | --- | --- |
| c1ccc(-c2csc(N3CCc4ccccc4C3)n2)cc1 | -0.2 | -6 | 3 |
| CSc1ncccc1C(=O)N1CCCC(C(=O)c2cc(F)ccc2F)C1 (stereo not drawn) | 0.1 | 7 | 2 |
